Screening data from PubChem.
beta cell repl = inducers of MIN6 beta-cell proliferation, primary screen, ATP luminescence, uHTS; MIN6 cells proliferation, ATPlite luminescence, 48 h; cells starved in 0.2% serum; 100% = growth in 10% serum; proliferation, % at 10 µM; actives 0.29% (n = 330,000);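 active means compounds whose signal lies at least 3.5 SD above the mean of all wells on their plate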;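 further: 0% = DMSO-treated cells in low-serum medium and 100% = 10% serum control; some compounds called inactive have numbers as strong as hits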
SENP6 inh = SENP6 protease inhibitors, primary screen, biochemical, luminescence, uHTS; Recombinant SENP6 catalytic domain, aminoluciferin luminescence; actives 1.8% (n = 330,000); inhibition, % at 10 µM;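 active means inhibition above about 50% at the single tested dose, limit read from the data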;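 further: plate controls were DMSO wells with enzyme for no effect and DMSO wells lacking enzyme for full effect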
SENP7 block = SENP7 protease inhibitors, primary screen, biochemical, luminescence, uHTS; actives 1.5% (n = 330,000); recombinant SENP7, Z-RLRGG-aminoluciferin luminescence, 40 min; AID 434973, 2010; Sentrin-specific protease 7 (Homo sapiens), Q9BQF6; inhibition, % at 5 µM;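 active means inhibition above about 50% at the single test dose, limit read from the data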;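 further: plate controls were DMSO with enzyme for no effect and no enzyme buffer wells for full effect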
SENP8 block-1 = human SENP8 protease inhibitors, primary screen, biochemical, fluorescence, Nedd8 protein substrate, uHTS; Sentrin-specific protease 8 (Homo sapiens), Q96LD8; recombinant SENP8; inhibition, % at 20 µM; actives 0.64% (n = 360,000); AID 602440, 2012; in the data active means inhibition mostly above about 40%, no sharp cut-off; inactive means mostly below about 27%
PfGluPho inh = PfG6PD enzyme inhibitors, primary screen, biochemical, fluorescence intensity, uHTS | glucose-6-phosphate dehydrogenase-6-phosphogluconolactonase (Plasmodium falciparum 3D7) | PfGluPho enzyme, NADPH resazurin-diaphorase fluorescence | inhibition, % at 20 µM | actives 0.78% (n = 350,000) | AID 504690, 2011;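 active means inhibition reaching at least a set limit at 20 µM in the primary screen, cut at about 59% in these data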;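 further: 0% = DMSO wells with substrate and 100% = DMSO wells lacking glucose-6-phosphate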
HKDC1 inhibitor = HKDC1 hexokinase inhibitors, primary screen, biochemical, fluorescence, uHTS. actives 0.16% (n = 340,000). Q2TB90. AID 493160, 2011. inhibition, % at 20 µM. recombinant HKDC1, G6PDH/diaphorase resazurin coupled fluorescence;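 active means inhibition above about 35% when tested at 20 µM, limit read from the data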;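 further: plate controls were DMSO wells with enzyme for no effect and DMSO wells lacking enzyme for full effect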
Target sequence (Q2TB90 whole entry, looked up): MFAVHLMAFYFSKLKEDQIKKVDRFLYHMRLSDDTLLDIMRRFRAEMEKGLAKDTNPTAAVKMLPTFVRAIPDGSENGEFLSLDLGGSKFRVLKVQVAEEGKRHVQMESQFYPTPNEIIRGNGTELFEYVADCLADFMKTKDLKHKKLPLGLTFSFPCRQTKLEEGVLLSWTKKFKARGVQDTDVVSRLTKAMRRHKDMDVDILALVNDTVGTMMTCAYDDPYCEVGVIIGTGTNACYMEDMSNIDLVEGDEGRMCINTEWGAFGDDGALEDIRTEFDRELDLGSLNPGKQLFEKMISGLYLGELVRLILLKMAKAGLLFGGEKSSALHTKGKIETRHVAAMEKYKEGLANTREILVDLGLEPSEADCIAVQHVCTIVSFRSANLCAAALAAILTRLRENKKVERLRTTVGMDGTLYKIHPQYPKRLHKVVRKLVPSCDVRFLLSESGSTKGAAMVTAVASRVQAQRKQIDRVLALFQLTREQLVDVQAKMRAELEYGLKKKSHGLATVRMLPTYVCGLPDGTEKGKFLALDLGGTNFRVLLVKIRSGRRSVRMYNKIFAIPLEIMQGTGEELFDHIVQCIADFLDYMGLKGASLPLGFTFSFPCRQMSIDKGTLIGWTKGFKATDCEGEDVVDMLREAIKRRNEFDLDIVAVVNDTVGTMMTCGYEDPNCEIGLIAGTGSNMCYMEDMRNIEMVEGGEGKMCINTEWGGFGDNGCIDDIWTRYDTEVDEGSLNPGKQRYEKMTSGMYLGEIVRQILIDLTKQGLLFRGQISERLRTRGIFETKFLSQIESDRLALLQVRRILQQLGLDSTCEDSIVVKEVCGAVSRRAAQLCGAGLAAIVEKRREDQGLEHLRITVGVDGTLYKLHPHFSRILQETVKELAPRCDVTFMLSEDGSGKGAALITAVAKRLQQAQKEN
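Assay system: recombinant HKDC1 hexokinase; detection: coupled resazurin fluorescence, excitation 525 nm, emission 613 nm; benchmarks: DMSO-plus-enzyme-mix negative control, buffer-substituted positive control; compound dosing: single 20 µM dose; schedule: 90 min at room temperature in dark; also added: glucose plus 1 mM ATP as hexokinase substrates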
SENP1 inh = human SENP1 catalytic domain inhibitors, primary screen, biochemical, FRET, uHTS; actives 0.21% (n = 360,000); AID 624204, 2012; inhibition, % at 10 µM; recombinant SENP1 catalytic domain, CyPet-SUMO1-YPet FRET cleavage; Sentrin-specific protease 1 (Homo sapiens), Q9P0U3;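 active means inhibition at least 30% at 10 µM, raw YFP signal under a set limit, fluorescence ratio 0.5 to 1.5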;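 further: 0% = enzyme with DMSO and 100% = no enzyme wells; some results filed as inactive read as strong as hits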
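Assay system – human recombinant His6-tagged SENP1 catalytic domain enzyme · Input – SENP1 enzyme, 20 pM final · Buffer or medium – Tris pH 8 buffer plus EDTA, NaCl, BME, BSA, NP40, catalase · Schedule – 50 min reaction at room temperature · Technique – FRET read of cyan and yellow fluorescence · Control set – no-enzyme wells low, DMSO-plus-enzyme wells high control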
UBC13 polyUb = UBC13 polyubiquitin chain formation inhibitors, primary screen, biochemical, TR-FRET, uHTS. Ubiquitin-conjugating enzyme E2 N (Homo sapiens), P61088. inhibition, % at 20 µM. actives 0.47% (n = 330,000). AID 485273, 2010; in the data active means inhibition above about 45%, passing the limit was not always enough
Target sequence (P61088 whole entry, looked up): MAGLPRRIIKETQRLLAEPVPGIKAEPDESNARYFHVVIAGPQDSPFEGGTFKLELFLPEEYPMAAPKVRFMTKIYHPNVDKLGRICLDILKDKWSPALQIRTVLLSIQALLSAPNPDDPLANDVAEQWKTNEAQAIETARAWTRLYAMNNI
SENP8 block-2 = SENP8 protease inhibitors, primary screen, biochemical, luminescence; Sentrin-specific protease 8 (Homo sapiens), Q96LD8; actives 1.2% (n = 330,000); inhibition, % at 10 µM; purified SENP8, Z-RLRGG-aminoluciferin cleavage; AID 2540, 2010; in the data active means inhibition above about 50%
An asterisk follows results filed as active; i = inactive; . = no result given.

SMILES	beta cell repl	SENP6 inh	SENP7 block	SENP8 block-1	PfGluPho inh	HKDC1 inhibitor	SENP1 inh	UBC13 polyUb	SENP8 block-2
Cc1csc(SCC(=O)NCCc2ccc(Cl)cc2)n1	6.4	-7.3	3.9	0.7	14.9	-7.3	1.1	20.3	-1.6
COCCn1nnnc1C(c1ccc(OC)cc1)N1CCC(C)CC1 (stereo not given)	-1.8	0.2	6.3	15.0	-7.8	-2.8	1.2	-1.9	-4.7
COc1ccc(N2CCN(C(=O)COC(=O)c3cnccn3)CC2)cc1	-4.1	4.2	3.2	2.0	-9.7	-2.3	2.0	2.4	4.1
O=C(NN1C(=O)C2C3C=CC(C4CC34)C2C1=O)c1cccc(Cl)c1 (stereo not given)	0.0	-7.4	7.8	15.1	4.0	-6.4	3.9	-0.4	4.4
CC(C)CCNc1nc(N)c([N+](=O)[O-])c(NCCO)n1	3.7	-37.7	-5.4	36.1	-3.7	1.9	1.1	-10.2	3.4
O=C(Nn1c(C2CCCCC2)nc2ccccc2c1=O)c1ccc([N+](=O)[O-])cc1Cl	-2.7	-6.4	-2.3	14.1	-31.0	5.7	-0.2	-13.0	-1.6
COc1cc(/C=N/NC(=O)Cc2csc(N3CCOCC3)n2)cc(OC)c1O	-2.9	4.3	4.5	-193.7	13.4	-12.7	-7.2	-12.9	3.1
O=C(CCOc1ccccc1)Nc1ccc([N+](=O)[O-])cc1	-2.0	-18.4	11.1	7.9	10.9	-10.7	-0.5	-0.2	-1.9
CCNc1nc(NC(C)C)nc(SCCOC(=O)c2ccccc2)n1	0.0	-4.9	0.1	7.9	15.4	-0.4	-1.2	11.8	-3.0
O=C1C(=Cc2ccco2)C(=O)c2ccccc21	-1.5	2.1	19.2	18.4	11.7	14.4	8.1	-40.7	-8.4
CCOC(=O)c1cnc2nc(C)[nH]n2c1=O	-3.0	-11.9	14.8	12.8	-12.6	-5.4	-0.3	1.9	-6.8
CC(=O)c1ccc(OCc2cc(C(=O)NC(C)CCn3cccn3)no2)cc1 (stereo not given)	4.4	-8.6	-2.0	1.9	-12.2	2.1	-0.8	0.0	-0.7
CCn1c(SCc2ccccc2)nnc1C1CCN(S(=O)(=O)c2ccc(OC)cc2)CC1	-3.2	13.0	3.3	26.1	2.2	6.7	2.9	8.7	-0.3
COc1ccc(N(CC(=O)N2CCN(Cc3ccc4c(c3)OCO4)CC2)S(C)(=O)=O)cc1OC	-1.6	-0.7	-1.1	-0.1	3.6	-1.4	0.9	-7.0	-12.6
O=C(NCCCNC(=O)c1ccccn1)c1cccc(F)c1	0.0	-22.4	-5.3	3.3	-5.6	-3.9	-1.2	4.2	3.5
CC(C)Oc1ccc(C(CC(=O)N(C)CCC#N)c2ccc(F)cc2)cc1 (stereo not given)	0.0	-13.5	-3.1	9.0	12.5	-10.8	-1.6	-4.2	-9.1
CCCn1c(N)c(N(CCOC)C(=O)CSCC(=O)Nc2ccc(OC)cc2)c(=O)[nH]c1=O	-2.2	-16.5	12.0	5.4	-3.5	-4.2	0.1	3.9	-10.7
CCOC(=O)c1ccc(NC(=O)N2CCc3ccccc32)cc1	-4.5	91.0*	95.6*	17.2	31.0	-7.0	2.0	-2.3	76.7*
CCS(=O)(=O)c1ncc(Cl)c(C(=O)Nc2ccc(S(=O)(=O)N3CCC(C)CC3)cc2)n1	-3.9	10.8	0.2	6.0	18.3	12.2	0.0	-10.2	5.1
CCn1nnnc1SCC(=O)NCc1cccs1	-0.9	-13.1	-5.9	16.7	17.9	-2.2	0.7	2.7	1.2
CCCn1c(N)c(C(=O)CSc2ncnc3sccc23)c(=O)n(C)c1=O	-4.1	0.1	1.8	-35.5	1.7	0.0	-24.8	5.3	-7.4
N#CC12C(=O)NC(=O)C1(C#N)C21CCCC1 (stereo not given)	.	.	.	6.5	-5.6	-1.1	-1.1	.	.
O=C(Nc1ccc(C(=O)O)cc1)/C(=C\c1ccc([N+](=O)[O-])cc1)NC(=O)c1ccc(Br)cc1	-1.4	-30.4	0.9	10.6	17.6	-10.8	0.4	-21.4	6.2
O=C(OCC(=O)N1CCOCC1)c1cccc(S(=O)(=O)N2CCCc3ccccc32)c1	0.4	1.4	0.9	28.9	18.6	-2.5	1.4	6.1	-0.3
CCC(=O)Nc1cccc(NC(=O)CN2CCN(c3ccccc3OC)CC2)c1	-4.6	-4.6	-3.3	16.8	-9.0	-7.4	0.6	0.5	-3.1
COc1cccc(CN(C)C(=O)CCN(c2ccccc2)S(=O)(=O)c2ccc(C)cc2)c1OC	-2.9	-3.2	-7.5	10.3	12.6	-2.3	1.0	11.9	9.2
CC1CN(C(=O)c2ccc(Cl)c(S(=O)(=O)NCc3ccco3)c2)CC(C)O1 (stereo not given)	8.8	-3.8	-7.4	2.7	2.5	-7.0	1.7	2.5	0.1
COc1ccc(NCC(=O)N/N=C2\CCCC(C)C2)cc1 (stereo not given)	.	.	.	25.7	10.3	-6.2	1.3	.	.
CN[C@H]1CCc2cc(OC)c(OC)c(OC)c2-c2ccc(OC)c(=O)cc21	-7.2	-10.3	3.4	14.9	12.9	-4.5	-0.9	4.0	6.5
COc1ccc(OC)c(S(=O)(=O)NCC(c2ccco2)N2CCc3ccccc3C2)c1 (stereo not given)	1.2	-4.4	5.2	15.3	11.9	-2.6	0.6	0.4	8.8
COc1ccc(CCN2C(=O)c3[nH]nc(-c4ccccc4O)c3C2c2ccccc2)cc1OC (stereo not given)	-3.6	4.5	2.2	5.3	3.7	1.8	0.9	2.4	4.2
O=C(CCc1nnc2ccc(N3CCOCC3)nn12)Nc1ccc(F)cc1F	0.9	7.0	-3.0	8.7	-6.6	-4.0	-0.6	-2.1	11.7
CC(=O)Nc1ncnc2c1c(-c1ccc(Cl)cc1)nn2C(C)(C)C	-2.1	5.2	9.4	-432.7	2.6	0.8	-0.7	16.9	-2.8
CCc1nnc(NC(=O)CCC(=O)N2CCN(S(=O)(=O)c3cc(Cl)ccc3OC)CC2)s1	0.8	-19.5	3.9	6.4	-18.0	-2.4	1.3	-1.6	-4.8
O=C(CCCN1CCOC(c2ccccc2)C1)c1ccc(F)cc1 (stereo not given)	-2.4	-10.0	2.4	16.4	1.4	-5.3	2.1	-0.9	-2.4
Cc1cc(C)c(C(=O)OCC(=O)Nc2cccc(S(=O)(=O)N3CCCCC3)c2)c(C)c1	-6.2	-6.3	5.3	7.6	30.6	1.5	0.2	-3.7	3.9
CCCS(=O)(=O)N1CCN(Cc2c[nH]c3ccccc23)CC1	4.0	-3.2	5.4	-8.6	2.1	4.0	-3.6	7.8	5.4
O=C(NCc1cccc(Cl)c1)c1cccnc1	0.0	-21.1	-1.6	1.6	-9.8	2.6	0.8	-0.5	-9.3
O=C(C1=C[C@H](c2coc3ccccc3c2=O)C[C@H](OCc2ccc(CO)cc2)O1)N1CCN(Cc2ccc3c(c2)OCO3)CC1	-5.5	-3.6	-8.2	19.6	-3.3	-4.3	1.2	12.2	-5.7
COCC(C)NCC(=O)NC(C)CCc1ccccc1 (stereo not given)	-2.1	-0.6	-1.7	14.5	-1.3	-6.3	2.3	-6.2	-9.5
O=S(=O)(Nc1ccc(-c2cn3ccsc3n2)cc1)c1ccc2c(c1)OCCO2	0.4	1.4	-12.9	20.2	-10.6	2.2	1.5	8.8	-2.7
CC(C)n1nnnc1SCC(=O)Nc1cccc(F)c1	1.1	-7.2	4.2	8.8	13.8	-1.9	0.2	3.0	-4.5
Cc1ccc(Cn2ncc3c(N4CCN(CCc5ccccc5)CC4)ncnc32)cc1	-1.7	-24.7	-4.9	21.3	-10.5	-1.2	0.3	-8.3	-9.6
COc1ccc2c(c1)CCc1c(C(=O)Nc3c(C)nn(Cc4ccccc4)c3C)noc1-2	-2.2	8.4	-0.2	18.8	5.2	9.2	-1.1	6.4	6.4
COc1ccc(CN2CCNC(=O)C2CC(=O)NCCCn2nnc3ccccc32)cc1C (stereo not given)	-1.1	5.0	14.4	0.0	4.0	-1.1	-6.0	-6.9	1.3
CC(C)CC(=O)NC(Nc1ccc([N+](=O)[O-])cc1)C(Cl)(Cl)Cl (stereo not given)	0.0	4.1	-7.2	14.5	19.6	3.7	3.2	-0.1	4.4
COc1ccc(NC(=O)COc2coc(CN3c4ccccc4CC3C)cc2=O)cc1 (stereo not given)	4.7	-3.9	-3.7	20.2	12.1	-1.2	1.7	0.6	7.4
COC(=O)c1ccc2c(=O)n(Cc3ccc(C(=O)NCCCN4CCC(C)CC4)cc3)c(=S)[nH]c2c1	-6.3	-17.7	-1.9	-10.9	0.0	0.3	-13.3	-4.7	-2.2
CCOc1[nH]c(/N=C/c2ccco2)c(C#N)c1C#N	4.7	-12.7	0.8	-120.8	23.9	3.0	21.9	-2.1	-9.0
NC1=C(Br)C(=O)c2ncccc2C1=O	.	.	.	96.5*	107.8*	37.9*	0.5	.	.
CCCCCC1CC(CC(=O)Nc2ccc([N+](=O)[O-])cc2)C(=O)O1 (stereo not given)	-3.4	11.9	6.6	11.8	9.8	-2.5	1.5	-6.9	-6.5
Cc1cc(C(=O)CN2C(=O)NC(C)(c3cccc(Br)c3)C2=O)c(C)n1Cc1ccco1 (stereo not given)	-3.4	-5.0	-0.9	18.8	32.1	3.4	-7.6	0.3	0.3
Cc1ccc(/C(=N\S(=O)(=O)c2ccc(Br)cc2)Nc2ccccc2C)cc1	-3.5	-3.8	1.5	15.4	1.0	-6.5	2.4	7.2	4.4
CCOC(=O)c1cc(CC)sc1NC(=O)c1ccc2c(c1)OCCO2	0.0	-11.1	-6.9	i	52.5	-0.2	1.4	24.4	-11.0

Record cards (already shown). Values in the order: beta cell repl	SENP6 inh	SENP7 block	SENP8 block-1	PfGluPho inh	HKDC1 inhibitor	SENP1 inh	UBC13 polyUb	SENP8 block-2
O=C(CCOc1ccccc1)Nc1ccc([N+](=O)[O-])cc1 reads -2.0	-18.4	11.1	7.9	10.9	-10.7	-0.5	-0.2	-1.9
CC(C)n1nnnc1SCC(=O)Nc1cccc(F)c1 reads 1.1	-7.2	4.2	8.8	13.8	-1.9	0.2	3.0	-4.5
CCn1c(SCc2ccccc2)nnc1C1CCN(S(=O)(=O)c2ccc(OC)cc2)CC1 reads -3.2	13.0	3.3	26.1	2.2	6.7	2.9	8.7	-0.3
COc1ccc(OC)c(S(=O)(=O)NCC(c2ccco2)N2CCc3ccccc3C2)c1 (stereo not given) reads 1.2	-4.4	5.2	15.3	11.9	-2.6	0.6	0.4	8.8

Rows are unselected (roughly 4% active in at least one column).
